# Pin1 inhibitor: blocks the human prolyl isomerase Pin1; Potency, µM (series often up to 115 µM), for the others: at the top dose activity, negative = inhibition, usual class: inhibitors; AID 504891; Q13526; 390,000 compounds, 0.009% hits; Pin1 FP peptide displacement, HiFluor488, 10 min; active = well fitted inhibition curve with a large enough effect in the polarisation, with a control signal flat, not every such curve was filed as active; inconclusive = small, poorly fitted or top-dose-only effect, or effect the other way, or a change in a side signal; inactive = no such curve, though single readings can be large or run the other way; the % refers to the polarisation; note: % is set by controls: 0 for no effect and ±100 for the full control effect
# G9a block: G9a (human) methyltransferase inhibition; Q96KQ7; G9a H3K9 monomethylation, AlphaScreen, 2 h; Potency, µM (titrated, usually from 102 µM), for the others: top-dose activity, negative = inhibition, hits mostly inhibitors; 350,000 compounds, 8.8% hits; note: % is set by controls: 0 for no effect and ±100 for the full control effect; nearly all actives have a fitted effect of over 75% in size
#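 G9a (20 nM) was preincubated 15 min with compound, then reacted 2 h at room temperature with 500 nM biotin-H3K9 peptide and 20 µM SAM. Monomethyl-H3K9 detected by AlphaScreen using anti-H3K9me1 antibody.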
# BAZ2B block: inhibitors of human BAZ2B bromodomain; Potency, µM (series often up to 114 µM), without a hit: at the top dose activity change, negative = inhibition, hits mostly inhibitors; Q9UIF8; 360,000 compounds, 4.4% hits; AlphaScreen BAZ2B-H3K14Ac peptide displacement; note: % is set by controls: 0 for no effect and ±100 for the full control effect; nearly all actives have a fitted effect of over 60% in size
#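 Protein-peptide AlphaScreen: BAZ2B 50 nM, b-H3K14Ac 50 nM, 1x PBS pH 7.4 + 0.01% Tween-20. Preincubation 30 min RT; cpd 30 min RT (top 110 uM); beads 20 min RT, light-protected.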
# HP1b binding inh: blocks HP1-beta chromodomain binding to methylated histone tails | AlphaScreen HP1-beta / biotin-H3K9me3 peptide binding | 390,000 compounds, 0.56% hits | Potency, µM (highest dose often 114 µM), inactives show top-dose activity change, negative = inhibition, most hits filed as inhibitors; note: nearly all actives have a fitted effect of over 70% in size; inactives centre near 23
#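 AlphaScreen: HP1-beta (50 nM) preformed 30 min with biotin-H3(1-18)K9me3 peptide (50 nM) in PBS pH 7.4, 0.01% Tween-20. Compound added for 30 min at RT, then streptavidin donor/nickel chelate acceptor beads (10 ug/mL) for 30 min.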
# Tb PGK inh: T. brucei PGK inhibition | 380,000 compounds, 0.043% hits | PGK/GAPDH coupled, Kinase-Glo luminescence, 60 min | Potency, µM (highest dose often 57.5 µM), for the others: top-dose activity change, negative = inhibition, most hits filed as inhibitors | P07378; note: % is set by controls: 0 for no effect and ±100 for the full control effect; nearly all actives have a fitted effect of over 60% in size
#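 Luminescent ATP detection (Kinase-Glo Plus) follows a 60-minute room-temperature incubation, with wells lacking PGK as controls. Buffer: 100 mM TEA (pH 7.6), 5 mM MgCl2, 0.01% Tween-20. Coupling enzyme GAPDH (100 nM final) supplies unstable 1,3-BPG in-well.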
# GLS inh: blocks human kidney-isoform glutaminase activity | O94925 | GLS enzymatic activity, qHTS titration | Potency, µM (series often up to 45.5 µM), for the others: at the highest dose activity change, negative = inhibition, usual class: inhibitors | 410,000 compounds, 0.21% hits; note: % is set by controls: 0 for no effect and ±100 for the full control effect
#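 hKGA in 45 mM KH2PO4 (pH 8.2), 0.02% Tween-20 with compound, then 1mM L-Glutamine (stock as added) plus glutamate oxidase/HRP/Amplex red coupling mix. Fluorescence read initially and after 30 min at RT; signal change reflects glutamate formation.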
# Pol iota inh: inhibitors of human DNA polymerase iota | Potency, µM (doses to about 115 µM), without a hit: at the highest dose activity, negative = inhibition, usual class: inhibitors | 390,000 compounds, 1% hits | Pol iota fluorescent replication assay, 10 min | Q9UNA4 | AID 588590
#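 Fluorescent replication assay read twice, at 0 min and 10 min after adding 50 nM (final) substrate. Enzyme (10 nM) and compounds were first incubated 15 min at room temperature; enzyme-free buffer wells were negative controls.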
# BLM inh: inhibitors of human Bloom syndrome helicase BLM; P54132; recombinant BLM DNA unwinding, fluorescence dequenching; Potency, µM (highest dose often 56.1 µM), without a hit: top-dose activity change, negative = inhibition, usual class: inhibitors; 350,000 compounds, 0.2% hits;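 note: plate controls were vehicle for no effect and no enzyme for full effect; nearly all actives have a fitted effect of over 35% in size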
# JMJD2A Tudor: blocks the human JMJD2A Tudor domain. O75164. AlphaScreen JMJD2A-Tudor / H3K4me3 peptide binding. Potency, µM (top dose mostly 114 µM), inactives show at the highest dose activity change, negative = inhibition, hits mostly inhibitors. 390,000 compounds, 4.4% hits. AID 504339; note: % is set by controls: 0 for no effect and ±100 for the full control effect; nearly all actives have a fitted effect of over 50% in size
# Target sequence (O75164 whole entry, looked up, the tested form may be a part): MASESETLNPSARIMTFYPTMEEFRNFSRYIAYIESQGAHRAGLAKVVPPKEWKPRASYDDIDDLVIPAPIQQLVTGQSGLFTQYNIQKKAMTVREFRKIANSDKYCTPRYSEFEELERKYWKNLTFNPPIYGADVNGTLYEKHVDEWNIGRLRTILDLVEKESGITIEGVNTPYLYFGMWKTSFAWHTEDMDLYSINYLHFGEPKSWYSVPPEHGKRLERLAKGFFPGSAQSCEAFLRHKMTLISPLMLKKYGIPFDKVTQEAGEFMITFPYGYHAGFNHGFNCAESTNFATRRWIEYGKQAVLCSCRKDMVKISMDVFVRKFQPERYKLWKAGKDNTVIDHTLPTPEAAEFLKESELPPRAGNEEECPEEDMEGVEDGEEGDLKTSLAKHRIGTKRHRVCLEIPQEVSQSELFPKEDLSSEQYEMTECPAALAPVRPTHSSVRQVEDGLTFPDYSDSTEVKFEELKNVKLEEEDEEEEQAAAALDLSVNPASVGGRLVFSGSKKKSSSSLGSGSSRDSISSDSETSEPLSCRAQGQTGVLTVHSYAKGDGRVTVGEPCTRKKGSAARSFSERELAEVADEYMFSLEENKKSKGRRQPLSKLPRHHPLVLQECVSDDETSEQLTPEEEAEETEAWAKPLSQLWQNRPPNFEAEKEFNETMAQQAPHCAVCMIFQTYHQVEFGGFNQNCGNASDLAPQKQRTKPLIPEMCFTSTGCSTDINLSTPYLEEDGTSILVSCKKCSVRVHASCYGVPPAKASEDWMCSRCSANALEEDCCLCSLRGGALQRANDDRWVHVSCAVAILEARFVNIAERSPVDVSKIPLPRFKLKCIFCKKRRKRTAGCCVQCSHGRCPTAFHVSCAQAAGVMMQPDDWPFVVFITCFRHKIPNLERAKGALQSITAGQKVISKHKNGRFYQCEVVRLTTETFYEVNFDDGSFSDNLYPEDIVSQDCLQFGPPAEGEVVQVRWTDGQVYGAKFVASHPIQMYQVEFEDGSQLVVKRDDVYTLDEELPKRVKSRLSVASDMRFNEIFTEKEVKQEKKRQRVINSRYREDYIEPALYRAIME
# Starred values were filed as active, the others as inactive; i = inactive; u = inconclusive; x = no result given; [ ] = another dose, or the depositor's remark. Unless noted, calls come from the whole dose curve; as a rule, active = well fitted curve in the direction sought with a large enough effect; inconclusive = small, poorly fitted or top-dose-only effect, or another doubt; inactive = no such curve, though single readings can be large; an effect the other way counts as inactive or inconclusive. Potency is the fitted concentration of half-maximal effect. A portion of the library, so the mix of outcomes need not match the whole.
SMILES,Pin1 inhibitor,G9a block,BAZ2B block,HP1b binding inh,Tb PGK inh,GLS inh,Pol iota inh,BLM inh,JMJD2A Tudor
O=C(CSc1nnc(-c2ccccc2)n1Cc1ccco1)Nc1ccc(S(=O)(=O)N2CCCC2)cc1,17%,-8%[12.7 µM],-26%,-6%,3%,-3%,-19%[58.9 µM],-5%,-16%
CCOC(=O)c1c(C)oc2ncnc(N3CCN(c4cccc(Cl)c4)CC3)c12,-3%,-18%[59 µM],-33%,37%,i,2%,60%[activator],-9%,-9%
CCN(Cc1nc2ccccc2c(=O)[nH]1)C(=O)COc1ccccc1-c1ccccc1,30%[activator],-9%[59 µM],-5%,41%[activator],-3%,2%,12%,x,-29%
CCS(=O)(=O)N1CCCC(C(=O)NC2CCCC2)C1 (centres undefined),7%,u,3%,30%,-3%,-6%,u,-1%,10%
CCNc1oc(-c2cccc3ccccc23)nc1C#N,0%,0%[59 µM],-3%,16%,8%,14%,4%,0%,-7%
CCc1ccc(N2C(=O)CC(N3CCN(c4ccccn4)CC3)C2=O)cc1 (centres undefined),-12%,-38%,-34%,22%,-6%,5%,164%[activator],-5%,-17%
C=CCN=C1CC(C)(C)CC(=O)/C1=C(/O)CCC(=O)OC,3%,83%[activator][59 µM],2%,16%,-6%,-20%,7%,0%,-5%
CCn1c(=O)c(-[n+]2ccccc2)c(O)c2ccccc21,-12%,u,6%,36%[activator],i,2%,u,0%,-11%
N#CC(C#N)=Cc1cc2ccccc2nc1N1CCOCC1,-2%,u,-29%,13%,i,18%,7%,-4%,1%
O=S(=O)(c1ccc(NC(=S)N/N=C/c2cccc(Oc3ccccc3)c2)cc1)N1CCOCC1,22%,34%[activator],-19%,-2%,-5%,11%,59%[activator],-5%,-29%
Cc1nnc(Oc2ccccc2)c2ccccc12,-7%,-1%,-5%,21%,-5%,0%,10%,3%,2%
NC(=O)COC(=O)c1ccc2noc(-c3ccccc3)c2c1,4%,2%,-4%,53%[activator],i,-8%,30%[activator],5%,-6%
CCCCc1ccc(-c2csc(/C(C#N)=C/c3ccco3)n2)cc1,22%,18%[59 µM],10%,23%,-9%,11%,9%,-11%,10%
COc1ccc(CCNC(=O)CSCc2ccc(C)cc2)cc1OC,-1%,x,x,44%,0%,0%,34%[activator],x,-9%
O=S(=O)(NCCS(=O)(=O)N1CCN(c2ccccc2)CC1)c1ccc(F)cc1,-1%,-4%,-4%,7%,0%,2%,22%,x,-8%
O=C(OCC(=O)N1CCN(c2ccccc2)CC1)c1ccc(Cl)cc1[N+](=O)[O-],-7%,25%[0.501 µM],u,-26%,6%,-11%,21%,x,u
CCOC(=O)c1c(C)n(C)c2cc(Br)c(O)c(O)c12,-9%,0.35µM*,-3%,u,-1%,-26%,119%[activator],-6%,10µM*
CCOC(=O)c1c(CSc2ccccc2)oc2cc(Br)c(O)c(CN(C)C)c12,-13%,x,-28%,17%,-5%,14%,-11%,-3%,-26%
CCOC(=O)C1=CN(Cc2ccc(OC)cc2)C=C(C(=O)OCC)C1c1cccs1,9%,137%[activator],61%[activator],132%[activator],2%,-2%,u,-10%,83%[activator]
O=c1[nH][nH]c(=O)c2nc(Nc3ccccc3)ncc12,-11%,x,x,35%,2%,-7%,32%[activator],x,u
COc1ccc(N2CCN(C(=O)CNC(=O)c3ccco3)CC2)cc1,-3%,x,-8%,9%,-1%,35%[activator],30%,1%,-18%
O=C1N=c2ccccc2=C1c1sc(=S)n(Cc2ccccc2Cl)c1O,1%,x,u,u,i,7%,69%[activator],-5%,u
CCC(C)[C@@H](CN(N=O)[C@@H](Cc1ccccc1)CN(C)N=O)N(CCc1ccccc1)N=O (some centres undefined),3%,8%[12.7 µM],-32%,23%,-9%,2%,6%,-10%,-24%
CCC(c1ccccc1)c1nc(-c2cccnc2)no1 (centres undefined),-8%,11%[59 µM],-3%,38%,8%,-4%,123%[activator],3%,14%
COc1ccc2c(c1OC)C(=O)N1c3ccccc3COC21 (centres undefined),-2%,8%,1%,16%,-6%,6%,6%,0%,-12%

# Shown tab-delimited: entries from further up.
SMILES	Pin1 inhibitor	G9a block	BAZ2B block	HP1b binding inh	Tb PGK inh	GLS inh	Pol iota inh	BLM inh	JMJD2A Tudor
CCOC(=O)c1c(C)n(C)c2cc(Br)c(O)c(O)c12	-9%	0.35µM*	-3%	u	-1%	-26%	119%[activator]	-6%	10µM*
CCOC(=O)c1c(CSc2ccccc2)oc2cc(Br)c(O)c(CN(C)C)c12	-13%	x	-28%	17%	-5%	14%	-11%	-3%	-26%
CCOC(=O)C1=CN(Cc2ccc(OC)cc2)C=C(C(=O)OCC)C1c1cccs1	9%	137%[activator]	61%[activator]	132%[activator]	2%	-2%	u	-10%	83%[activator]
O=c1[nH][nH]c(=O)c2nc(Nc3ccccc3)ncc12	-11%	x	x	35%	2%	-7%	32%[activator]	x	u
COc1ccc(N2CCN(C(=O)CNC(=O)c3ccco3)CC2)cc1	-3%	x	-8%	9%	-1%	35%[activator]	30%	1%	-18%
O=C1N=c2ccccc2=C1c1sc(=S)n(Cc2ccccc2Cl)c1O	1%	x	u	u	i	7%	69%[activator]	-5%	u
CCC(C)[C@@H](CN(N=O)[C@@H](Cc1ccccc1)CN(C)N=O)N(CCc1ccccc1)N=O (some centres undefined)	3%	8%[12.7 µM]	-32%	23%	-9%	2%	6%	-10%	-24%
CCC(c1ccccc1)c1nc(-c2cccnc2)no1 (centres undefined)	-8%	11%[59 µM]	-3%	38%	8%	-4%	123%[activator]	3%	14%
COc1ccc2c(c1OC)C(=O)N1c3ccccc3COC21 (centres undefined)	-2%	8%	1%	16%	-6%	6%	6%	0%	-12%

# Following part.
SMILES,Pin1 inhibitor,G9a block,BAZ2B block,HP1b binding inh,Tb PGK inh,GLS inh,Pol iota inh,BLM inh,JMJD2A Tudor
CSc1nc(-c2ccccc2)nc(NC(=O)C(C)C)c1C(C)=O,1%,0%,1%,31%,-1%,-13%,-6%,-1%,-20%
Cc1cccc(OCC(=O)OCC(=O)c2c(N)n(C)c(=O)n(C)c2=O)c1,0%,-40%[0.0925 µM],3%,30%,-7%,7%,4%,0%,-12%
O=C(Nc1ccc([N+](=O)[O-])cn1)c1cc(-c2cccc(Br)c2)nc2ccccc12,5%,u,-30%,-14%,-10%,3%,-19%,-4%,-34%
Cc1sc2ncn(CC(=O)NCCN3CCOCC3)c(=O)c2c1S(=O)(=O)N1CCC(C)CC1,-2%,6%[12.7 µM],8%,19%,x,2%,0%,-2%,-10%
Cc1nn(C)c(Cl)c1CN1CCN(CC(C)C)C(CCO)C1 (centres undefined),5%,-23%,3%,1%,6%,24%,16%,-4%,-13%
Cc1cc(NC(=O)CSc2nnnn2-c2ccc(C(C)C)cc2)no1,1%,13%,-11%,-21%[57 µM],i,-7%,-3%,-2%,u
CCCOc1ccc(C(=O)NCC(c2ccco2)N(C)C)cc1OC (centres undefined),33%[activator],4%[59 µM],-2%,15%,-7%,2%,12%,2%,-17%
OC1(CC#CCN2CCCCC2)c2ccccc2-c2ccccc21,-2%,24%,-13%,26%,-14%,-10%,43%,3%,-12%
COc1c(Cl)cc(Cl)cc1C(=O)Nc1cccc2cccnc12,-2%,56%[59 µM],-11%,58%[activator],0%,2%,31%,-4%,-12%
Cc1nn(-c2ccc(N3CCCC3)nn2)c(C)c1CCC(=O)NCc1ccc(F)cc1,-5%,0%[59 µM],79µM*,75%[activator],-6%,3%,-1%,2%,-8%
CCOC(=O)C1(Cc2cccc(Cl)c2)CCCN(C(=O)CCC(=O)N(C)C)C1 (centres undefined),0%,-25%,-1%,22%,0%,-2%,28%,-3%,0%
CCOc1cc(C(N)=O)cc(Br)c1OC,-4%,25%[59 µM],20%,-1%,i,79%[activator],13%,-12%,u
O=C(NC(Cc1ccccc1)C(=O)O)/C(=C\c1ccc(Cl)cc1)NC(=O)c1ccco1 (centres undefined),u,79µM*,-15%,45%[activator],-7%,-26%,-1%,-1%,-8%
N#C/C(=C\c1ccc(-c2ccccc2)o1)C(=O)Nn1cnnc1,-1%,4%[59 µM],u,24%,-6%,-1%,-8%,1%,-26%
COc1ccccc1-n1cnnc1SC(C)C(=O)NCC1CCCO1 (centres undefined),0%,32%[activator][12.7 µM],4%,4%,-9%,1%,16%,x,-9%
Cc1ccc(C2(C)NC(=O)N(CC(=O)Nc3nc(-c4ccccn4)cs3)C2=O)cc1 (centres undefined),-4%,-2%[0.501 µM],79µM*,32µM*,3%,-18%,u,x,40µM*
CCc1ccc(OCC(=O)NNC(=O)c2c(CC)noc2C)cc1,-7%,19%[0.501 µM],11%,24%,1%,19%,21%,x,-18%
Cc1cc(=O)c(C(=O)O)nn1-c1ccccc1Cl,-3%,-20%,-2%,15%,-6%,-5%,15%,-3%,-3%
CCc1nc2ccc(C(=O)N(C)CC(=O)Nc3ccccc3C(F)(F)F)cc2nc1CC,1%,x,x,3%,10%,-2%,13%,x,1%
COCCCN1C(=O)C(=O)/C(=C(/O)c2ccc(S(=O)(=O)N3CCOCC3)cc2)C1c1cccc(Cl)c1 (centres undefined),-1%,u,-29%,25%,i,22%,26%,0%,-27%
Cc1cccc(NC(=S)Nc2cccc3ccccc23)c1,2%,x,u,5%,10%,4%,63%[activator],-11%,-27%
